# Screening results: PubChem BioAssay, The Scripps Research Institute Molecular Screening Center
# CHRM4 antagonist: CHRM4 antagonism in calcium assay; P08173; CHO-hM4 cells, ACh EC80, Fluo-8 calcium fluorescence; inhibition, % at 3 µM; hit rate 0.73% among 360,000; AID 624125;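 active = inhibition above its plate's cutoff, the mean inhibition of sample wells plus 3 SD, cut at about 27% in these data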;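 also: 0% = acetylcholine EC80 with DMSO and 100% = DMSO without agonist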
# Target sequence (P08173 whole entry, looked up): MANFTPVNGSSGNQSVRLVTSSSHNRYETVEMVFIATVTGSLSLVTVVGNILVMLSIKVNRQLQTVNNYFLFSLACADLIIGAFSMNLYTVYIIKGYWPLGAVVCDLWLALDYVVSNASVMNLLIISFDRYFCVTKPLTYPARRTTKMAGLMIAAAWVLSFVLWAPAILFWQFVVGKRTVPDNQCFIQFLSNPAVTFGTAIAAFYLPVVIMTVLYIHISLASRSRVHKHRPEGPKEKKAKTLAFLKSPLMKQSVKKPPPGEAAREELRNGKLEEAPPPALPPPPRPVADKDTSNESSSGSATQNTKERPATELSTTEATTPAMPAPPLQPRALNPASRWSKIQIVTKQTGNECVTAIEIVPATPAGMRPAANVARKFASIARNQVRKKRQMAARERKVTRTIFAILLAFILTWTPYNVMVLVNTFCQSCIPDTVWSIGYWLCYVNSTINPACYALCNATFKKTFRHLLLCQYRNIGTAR
# CHRM4 agonist: agonists of human muscarinic M4 receptor (CHRM4); CHO-K1 hM4/Gqi5, Fluo-8 calcium fluorescence; vehicle 0%, full acetylcholine response 100%; activation, % at 3 µM; hit rate 0.14% among 360,000;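 active = activation above the run mean over all test wells plus 3 SD, cut at about 32% in these data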;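 also: peak over basal fluorescence ratio per well then scaled between controls; 0% = DMSO wells and 100% = acetylcholine at EC100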
# CHO-K1 Ca ag: M1 agonist counterscreen hit in parental CHO-K1 cells | Fluo-8 calcium fluorescence; scaled to maximal ATP response, vehicle zero | activation, % at 3 µM | hit rate 0.48% among 360,000; in the data active = activation above about 15%;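 also: untransfected CHO-K1 host cells lacking M1 receptor as counterscreen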
# CHO-K1 Ca antag: nonselective inhibitor or artifact in parental CHO-K1 cells; ATP-induced calcium, Fluo-8 fluorescence; inhibition, % at 3 µM; hit rate 0.6% among 360,000;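 active = inhibition above a per-plate cutoff, the plate's mean sample inhibition plus 3 SD, cut at about 24% in these data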;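 also: 0% = DMSO plus EC80 ATP and 100% = DMSO alone without ATP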
# M1 ag: human M1 muscarinic receptor agonism. P11229. CHO-K1 hM1, Fluo-8 calcium fluorescence, agonist mode; 0% DMSO, 100% acetylcholine EC100. activation, % at 3 µM. hit rate 0.33% among 360,000;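 active = activation above the run's mean compound activation plus 3 SD, cut at about 16% in these data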;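 also: peak over basal fluorescence ratio within a 140 s kinetic read after compound addition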
# CHO parental Ca: counter-screen for OX1R antagonists: effect in parental CHO cells; hit rate 0.63% among 330,000; AID 463079; inhibition, % at 5.6 µM; parental CHO-K1, ATP-induced calcium, Fluo-8 fluorescence;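 active = inhibition above that plate's mean sample inhibition plus 3 SD, cut at about 26% in these data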;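 also: 0% = ATP-challenged DMSO wells and 100% = DMSO wells without ATP; some compounds past the cut are filed as inactive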
#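 Assay system: parental CHO cells; Read-out basis: percent inhibition of ATP-evoked calcium rise, normalized to controls; Benchmarks: ATP and no-ATP DMSO wells; Compound dosing: single nominal dose of 5.6 µM per compound; Signal: Fluo-8 calcium dye fluorescence; Also added: ATP as calcium-mobilizing challenge; Repeats: singlicate.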
# CHRM1 antagonist: blocks human M1 muscarinic receptor | CHO-K1 hM1, Fluo-8 calcium fluorescence, ACh EC80 antagonist | inhibition, % at 3 µM | hit rate 1.3% among 360,000 | AID 588852;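 active = percent inhibition above its own plate's cutoff, namely the mean of that plate's compound wells plus 3 SD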;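 also: peak over basal fluorescence ratio during 140 s after agonist addition; 0% = ACh EC80 plus DMSO and 100% = DMSO alone without agonist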
# CHRM1 PAM: human CHRM1 positive allosteric modulation; P11229; CHO-K1 hM1, Fluo-8 calcium fluorescence, ACh EC20; 0% = ACh EC20, 100% = maximal ACh; activation, % at 3 µM; hit rate 0.088% among 360,000; in the data active = activation above about 19%, passing the limit was not always enough
# OXTR potentiate: potentiators of human oxytocin receptor. activation, % at 3 µM. P30559. hit rate 0.061% among 320,000. CHO-OTR cells, Fluo-8 calcium fluorescence, potentiator mode; 0% = oxytocin EC15, 100% = EC100;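 active = activation above that plate's cutoff, the mean activation of tested compounds plus 3 SD, cut at about 6.6% in these data, passing the limit was not always enough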;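 also: 100% uses oxytocin at 75 nM as the full agonist control; some results filed as inactive read as strong as hits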
# Target sequence (P30559 whole entry, looked up): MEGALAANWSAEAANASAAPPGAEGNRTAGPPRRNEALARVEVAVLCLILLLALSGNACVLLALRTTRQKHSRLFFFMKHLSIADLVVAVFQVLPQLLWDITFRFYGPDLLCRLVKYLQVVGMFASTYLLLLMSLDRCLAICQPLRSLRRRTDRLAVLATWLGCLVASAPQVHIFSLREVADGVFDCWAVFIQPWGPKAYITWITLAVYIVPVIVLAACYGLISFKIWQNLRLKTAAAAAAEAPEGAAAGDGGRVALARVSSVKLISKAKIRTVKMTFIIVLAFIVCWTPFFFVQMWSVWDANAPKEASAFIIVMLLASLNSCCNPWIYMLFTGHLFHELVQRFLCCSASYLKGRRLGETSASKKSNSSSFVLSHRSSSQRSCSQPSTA
#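 Assay system: CHO cell line stably expressing human OTR. Reagent: EC15 oxytocin agonist. Dosing: single dose, 3.0 µM nominal final compound concentration. Timing: compound 6 min at room temperature before oxytocin, 100 s read. Signal: kinetic Fluo-8 calcium fluorescence. Controls: oxytocin EC15 low and EC100 high.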
# * hit, by the source's call; . = no result given. This is a random part of the collection; overall some 2.9% were active at least once.
SMILES,CHRM4 antagonist,CHRM4 agonist,CHO-K1 Ca ag,CHO-K1 Ca antag,M1 ag,CHO parental Ca,CHRM1 antagonist,CHRM1 PAM,OXTR potentiate
CC(=O)c1cccc(-n2nnnc2SCC(=O)Nc2ccccc2N2CCCCC2)c1,-3,0,0.1,-1,-5,-4,6,3,-13
COc1ccc(C2SC[C@@H](C(=O)O)N2C(C)=O)cc1 (stereo partly specified),0,0,-0.1,16,-2,2,-4,8,3
CCOc1ccccc1NC(=O)c1c(NC(=O)CCC(=O)O)sc2c1CCCCC2,9,1,0.4,-1,-2,.,8,-5,.
O=C(Nc1ccccc1Cl)c1ccc(C(=O)Nc2ccccc2Cl)cc1,-10,1,-0.6,4,-2,.,-1,5,.
Fc1cc(F)c2nc(N3CCCCC3)sc2c1,-4,0,0.0,-10,-3,-9,-8,5,-3
CC(C)(C)OC(=O)N(Cc1ccccc1)Cc1ccccc1OCc1cccc(NC(=O)C2CCC2)c1,-7,1,7.2,10,1,.,-2,0,.
COc1ccc(S(=O)(=O)N2CCC(C(=O)Nc3c(F)cccc3F)CC2)cc1,3,1,0.5,7,-2,-11,-2,0,-6
Cc1c(NC(=O)c2cnn3cccnc23)c(=O)n(-c2ccccc2)n1C,6,0,0.7,-12,-6,-2,1,3,-1
COc1ccc(OC)c2c1nc1n2CCS1,-12,1,1.1,-11,-6,-9,-3,10,3
Cc1ccc(CNCCCn2cnc(C(=O)Nc3ccc(C)c(C)c3)n2)o1,0,1,3.8,0,-4,.,-4,2,.
O=C(NC1CCN(Cc2ccccc2)CC1)C12CC3CC(CC(C3)C1)C2,3,3,0.8,5,0,-19,-8,3,-6
O=C(Oc1c(CN2CCOCC2)cc(Cl)c2cccnc12)c1ccccc1,-2,3,1.6,-5,-13,-12,5,-6,-1
CN(CC(=O)Nc1ccc(F)cc1)C(=O)c1ccc2ccccc2n1,-6,1,0.3,2,-2,.,4,-2,.
O=C(NC1CCCC1)c1ccc(CSCc2ccccc2F)o1,4,-1,1.3,1,-5,-14,12,-5,-2
CC(=O)Nc1nc(-c2ccc3c(c2)OCO3)cs1,-6,1,0.3,-9,-4,-12,-15,8,-2
CCCC(=O)N1CCN(c2ccc(NC(=O)c3ccc([N+](=O)[O-])o3)cc2Cl)CC1,14,11,5.2,7,-4,.,0,-1,.
CC1CCN(C(=O)C2Cc3ccccc3CN2S(=O)(=O)c2ccc(F)cc2)CC1 (stereo unspecified),-8,0,0.0,-5,2,-28,-11,8,-3
Cc1c(Cl)c([N+](=O)[O-])nn1CC(=O)NCc1cccs1,8,1,-0.3,-2,-7,-5,-8,8,-2
C[C@H]1CCC(=O)N([C@H](CSc2ccc(Br)cc2)Cc2ccccc2)CC1,-2,2,0.2,1,-4,-31,1,1,-7
C=COCCNC(=S)Nc1cccc(Cl)c1,-1,2,9.9,6,-5,0,-1,4,-6
CCc1ccc(NC(=O)CCc2c(C)nn(-c3ccc(N4CCOCC4)nn3)c2C)cc1,2,3,0.9,-2,-2,-15,11,-3,-8
S=c1[nH]nc(COc2ccccc2)n1/N=C/c1ccc(Cl)c(Cl)c1,8,1,1.5,-11,-4,-7,-10,11,-8
Cc1ccc(-n2c(-c3nn(C)cc3Cl)n[nH]c2=S)cc1,5,0,0.1,-5,-11,-9,-2,-3,-1
Cc1cc(C)n2nc(C(=O)OCC(=O)c3c[nH]c4ccccc34)nc2n1,-2,1,0.7,-4,-4,-11,-11,10,-8
Cc1csc(C(=O)O)c1-n1cccc1,3,0,0.1,3,-2,4,-4,4,-17
COc1ccc2c(C)cc(=O)sc2c1,-10,1,0.3,-3,-3,.,-12,6,.
CCOc1ccc(-c2cc(CCCC(=O)N3CCN(c4ccc(OC)cc4)CC3)no2)cc1,-18,5,1.2,-3,2,-20,-19,9,-4
CCc1ccc2c(c1)NC(=O)C2(C)Cc1ccccc1C#N (stereo unspecified),-3,2,1.4,-14,-3,.,-9,8,.
C=CCn1c(SCC(=O)Nc2ncc(Cc3cc(C(F)(F)F)ccc3Cl)s2)nnc1-c1ccncc1,4,1,0.5,-6,-2,-12,7,-6,3
COc1c(OC2OC(C(=O)O)C(O)C(O)C2O)cc(O)c2c(=O)cc(-c3ccccc3)oc12 (stereo unspecified),-1,0,-0.8,5,2,-2,-22,18,-3

# Three entries out of the list, arranged by count of non-hydrogen atoms, lowest first:
SMILES,CHRM4 antagonist,CHRM4 agonist,CHO-K1 Ca ag,CHO-K1 Ca antag,M1 ag,CHO parental Ca,CHRM1 antagonist,CHRM1 PAM,OXTR potentiate
COc1ccc2c(C)cc(=O)sc2c1,-10,1,0.3,-3,-3,.,-12,6,.
Cc1ccc(CNCCCn2cnc(C(=O)Nc3ccc(C)c(C)c3)n2)o1,0,1,3.8,0,-4,.,-4,2,.
CCOc1ccc(-c2cc(CCCC(=O)N3CCN(c4ccc(OC)cc4)CC3)no2)cc1,-18,5,1.2,-3,2,-20,-19,9,-4

# (listing goes on)
SMILES,CHRM4 antagonist,CHRM4 agonist,CHO-K1 Ca ag,CHO-K1 Ca antag,M1 ag,CHO parental Ca,CHRM1 antagonist,CHRM1 PAM,OXTR potentiate
CCOC(=O)C1CCN(S(=O)(=O)c2cc(Br)cc3c2N(C(C)=O)C(C)C3)CC1 (stereo unspecified),-2,3,2.2,-17,-1,-4,-3,4,-13
O=c1[nH]c2ccc(NC(=S)Nc3ccc(F)cc3)cc2[nH]1,3,0,-0.1,-13,-2,-3,-9,13,-8
CC(C)(C)c1ccc(C(=O)OCC(=O)NC2CC2)cc1,0,2,7.9,-1,1,.,-11,14,.
CCCS(=O)(=O)c1c(S(=O)(=O)CCC)c2cnccn2c1C(=O)c1ccc(OC)cc1,7,2,0.6,-5,-4,-18,-6,9,3
COc1ccccc1CNC(=O)Nc1nc(C(N)Cc2ccc(Cl)cc2)cs1 (stereo unspecified),27*,15,2.5,12,-1,.,3,3,.
CCOC(=O)c1c(-c2ccc(OC)cc2)cn2ccccc12,-2,0,0.2,-16,-4,-15,-2,4,0
CCOC(=O)C1=C(C)N(C)C(=S)NC1c1cc(OC)ccc1OC (stereo unspecified),-7,1,-0.3,8,-12,-22,9,8,-21
O=C(O)c1ccc(-n2[nH]c3c(c2=O)CCCC3)cc1,-2,0,0.5,-4,-7,0,-6,8,-1
O=C(COC(=O)/C=C/C(=O)OCC(=O)Nc1ccccc1F)Nc1ccccc1F,-11,0,-0.1,3,-2,2,-23,10,-6
Cn1c2cc(Br)sc2c2cnn(Cc3c(F)cccc3Cl)c(=O)c21,1,2,0.6,-9,-5,1,-9,9,-7
Cc1ccc(Nc2nc(N)c([N+](=O)[O-])c(N3CCOCC3)n2)cc1C,-20,1,0.9,7,-4,-41,7,1,-3
CCCN(CC1CC1)S(=O)(=O)c1ccc(-n2cnnn2)c(OC)c1,2,0,0.5,-32,-3,-10,-13,12,-8
CN1C(=O)c2ccc(S(=O)(=O)c3ccc(C(=O)O)cc3)cc2C1=O,3,0,0.7,-8,-6,4,-16,15,3
COc1cnc(-c2ccccc2)nc1Oc1ccc(C(C)(C)C)cc1,12,0,0.0,-3,0,-49,-6,5,3
CC(C)CNC(=O)C1CCN(c2ccc(S(=O)(=O)N3CCOCC3)cc2[N+](=O)[O-])CC1,-4,3,1.2,-5,-7,-8,-13,8,0
O=C(NCc1ccncc1)C1CCCCC1,2,0,0.0,-7,-1,5,-12,8,-13
O=C(O)/C(=C\c1ccc2ccccc2c1)c1cccc2ccccc12,-1,-1,0.0,-1,-2,-6,-12,14,0
O=C(Cn1nc(C(=O)O)c2ccccc2c1=O)Nc1cccc(S(=O)(=O)N2CCOCC2)c1,5,1,1.2,-18,-5,-1,-2,9,0
Cn1c(SCC(=O)N2CCN(c3cccc(Cl)c3)CC2)nnc1-c1ccncc1,8,1,0.5,0,-7,-4,-7,7,-1
CC1(C)Nc2ccccc2C(=O)N1NC(=O)c1ccccc1,-15,0,3.2,-16,-4,-15,-5,3,-8
COC(=O)Cc1c(-c2[nH]c3ccccc3c2CC(=O)OC)[nH]c2ccccc12,-15,-1,-0.7,-3,0,.,-16,7,.
CCOC(=O)c1c(N)n[nH]c1-c1ccccc1,-9,1,-0.5,7,12,-7,-3,15,-7
CCCOc1cccc(C2C(C(=O)c3ccco3)=C(O)C(=O)N2CCCn2ccnc2)c1 (stereo unspecified),6,0,-0.2,-9,-1,-17,5,1,-2
O=C(O)Cc1ccc(O)c(F)c1,-9,1,0.0,-2,7,-7,-21,1,-2
COc1cccc(/C=N/NC(=O)c2[nH]nc3c2CCc2ccccc2-3)c1O,-6,3,1.6,-14,-6,-8,-3,6,-2
O=C(Nc1ccc(N2CCOCC2)cc1N1CCOCC1)c1ccc([N+](=O)[O-])cc1,-8,1,0.3,-5,-1,0,-8,4,-7
O=C(Nc1ccc(S(=O)(=O)N2CCCC2)cc1)c1ccc(OCC2CCCO2)cc1 (stereo unspecified),11,11,7.5,-11,-7,2,5,-3,-24
COc1ccc(S(=O)(=O)Nc2cccc(N(C)S(C)(=O)=O)c2)cc1C,5,8,7.6,8,3,-9,3,-8,-10
O=Cc1c(NCCN2CCCC2)c2ccccc2[nH]c1=O,9,1,0.0,-1,-5,3,1,-4,-1
CCc1ccc(C2N3CC4([N+](=O)[O-])CN2CC([N+](=O)[O-])(C3)C4(C)C)cc1 (stereo unspecified),1,0,7.0,-5,-4,1,-5,8,-6
CCOC(=O)C1=C(C)NC2=C(C(=O)OC2)C1c1ccccc1 (stereo unspecified),-3,0,0.2,-19,-2,-7,-5,3,-3
CC(C)(C)c1nc2ccc([N+](=O)[O-])cc2[nH]1,-27,1,0.9,-16,-3,6,9,-3,-9
Cc1ccccc1-n1nc(-c2cccnc2)cc1C(=O)NN,6,4,1.1,2,-5,-1,16,0,-2
COCCN(C(=O)c1csnn1)C(C(=O)NC(C)(C)C)c1cccc(OC)c1 (stereo unspecified),8,1,1.2,-4,-3,-10,4,6,-12
CC(C)C1CC(CCN)(Cc2ccccc2)CCO1 (stereo unspecified),-2,1,2.0,-7,-9,-7,-2,12,-5
CC(c1ccco1)N(C(=O)c1ccccc1NS(=O)(=O)c1cccc([N+](=O)[O-])c1)c1ccccn1 (stereo unspecified),6,8,7.9,17,0,0,5,-2,-10
COc1cc(NC(=S)NC(=O)c2ccco2)ccc1NC(=O)C(C)C,-3,0,4.5,-5,-3,-10,1,3,0
COc1ccc(CC2(CO)CCN(S(=O)(=O)N(C)C)CC2)cc1,-6,0,1.4,-11,-1,-13,-1,4,-21
COC(=O)Cn1cc(S(=O)(=O)NCc2ccc(C)cc2)c2cc([N+](=O)[O-])ccc21,2,1,0.9,1,-4,.,-10,12,.
CC(=O)N1c2ccccc2NC(=O)C1(C)C,-8,0,0.4,-8,-2,-14,-8,6,-17
CC1=C(C(=O)N2CCOCC2)CC(CC(=O)NCc2ccco2)C(=O)N1Cc1ccc(F)cc1 (stereo unspecified),-3,0,-0.1,-4,0,.,-2,-1,.
O=C(Nc1cccc2ncccc12)c1cc2ccccc2o1,-6,3,0.6,-8,-2,-15,-3,1,-3
CC(=O)Nc1ccc(S(=O)(=O)N(C2=NCC(C)S2)c2ccccc2)cc1 (stereo unspecified),-9,4,1.6,-9,-1,-8,-2,-4,-12
